Screening results from PubChem.
CHT PAM = human CHT allosteric activation. 310,000 compounds, 0.49% hits. B-score at 10 µM. CHT-expressing cells, membrane potential dye, choline EC20; hits give high values; LV-AA mutant CHT in HEK293 cells. AID 488977. Q9GZV3;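 active = initial fluorescence not abnormally high and integrated response B-score, plate-corrected, over 3 SD above library mean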
Calls only; i = inactive.

| no. | SMILES | CHT PAM |
| --- | --- | --- |
| 1 | CCOP(=O)(OCC)Oc1cc(C)c(N(C)C)c(C)c1 | i |
| 2 | Cc1ccc(Cn2ccccc2=N)cc1 | i |
| 3 | COc1ccc(CN2CC=C(c3ccc(F)cc3)CC2)cc1Br | i |
| 4 | Oc1ccc(C[C@H]2NCCc3cc(O)c(O)cc32)cc1O | i |
| 5 | CCN(CC)C(=O)c1ccc(N(Cc2ccccc2)S(C)(=O)=O)cc1 | i |
| 6 | Cc1c(OC(=O)N(C)C)ccc2c1O/C(=C\c1ccco1)C2=O | i |
| 7 | CCOP(=O)(OCC)/C(C#N)=C/c1ccoc1 | i |
| 8 | COc1ccc(Cc2c(O)[nH]c(=S)[nH]c2=O)cc1 | i |
| 9 | Cc1cccc(CCNCc2cc3cccc(C)c3[nH]c2=O)c1 | i |
| 10 | O=C(COc1ccccc1)NCCc1cnc[nH]1 | i |
| 11 | C=CCN1C(=O)NC(=O)/C(=C/c2ccc(OCC(=O)Nc3ccc(C)cc3)cc2)C1=O | i |

Reprinted, entries 10–11
| no. | SMILES | CHT PAM |
| --- | --- | --- |
| 10 | O=C(COc1ccccc1)NCCc1cnc[nH]1 | i |
| 11 | C=CCN1C(=O)NC(=O)/C(=C/c2ccc(OCC(=O)Nc3ccc(C)cc3)cc2)C1=O | i |

Structures above with a carbonyl joined to an NH by a bond outside any ring, in the order listed:
| no. | SMILES | CHT PAM |
| --- | --- | --- |
| 10 | O=C(COc1ccccc1)NCCc1cnc[nH]1 | i |
| 11 | C=CCN1C(=O)NC(=O)/C(=C/c2ccc(OCC(=O)Nc3ccc(C)cc3)cc2)C1=O | i |

Some of the compounds tested; rates above refer to the full screens.
